Assay outcomes from PubChem.
PRMT1 FP inh: PRMT1 methyltransferase inhibitors, primary screen, biochemical, fluorescence polarization. Protein arginine N-methyltransferase 1 (Homo sapiens), Q99873. recombinant PRMT1, activity-based probe fluorescence polarization. inhibition, % at 2.79 µM. actives 1.3% (n = 370,000). AID 652257, 2013;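 active = inhibition above about 21% made by adding two undisclosed values, limit read from the data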
Target sequence (Q99873 whole entry, looked up): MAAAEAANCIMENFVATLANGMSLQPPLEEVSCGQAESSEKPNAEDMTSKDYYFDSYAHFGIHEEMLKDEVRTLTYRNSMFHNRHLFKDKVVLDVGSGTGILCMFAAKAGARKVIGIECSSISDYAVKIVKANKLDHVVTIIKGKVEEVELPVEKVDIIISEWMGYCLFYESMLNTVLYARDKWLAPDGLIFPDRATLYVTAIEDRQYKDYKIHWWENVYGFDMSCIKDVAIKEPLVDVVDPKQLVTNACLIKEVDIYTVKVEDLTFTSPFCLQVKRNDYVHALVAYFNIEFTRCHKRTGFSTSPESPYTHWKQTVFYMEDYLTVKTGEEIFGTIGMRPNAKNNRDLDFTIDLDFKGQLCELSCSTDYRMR
TDP2 absorb: human TDP2 enzyme inhibitors, primary screen, biochemical, epi absorbance, recombinant enzyme | Tyrosyl-DNA phosphodiesterase 2 (Homo sapiens), O95551 | T5PNP hydrolysis, p-nitrophenol absorbance 415 nm | inhibition, % at 12.8 µM | actives 0.34% (n = 370,000) | AID 720702, 2013;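 active = inhibition above the mean of all tested compounds plus 3 SD, set per campaign, cut at about 25% in these data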;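 note: 0% = DMSO with enzyme and 100% = buffer with substrate but no TDP2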
Target sequence (O95551 whole entry, looked up): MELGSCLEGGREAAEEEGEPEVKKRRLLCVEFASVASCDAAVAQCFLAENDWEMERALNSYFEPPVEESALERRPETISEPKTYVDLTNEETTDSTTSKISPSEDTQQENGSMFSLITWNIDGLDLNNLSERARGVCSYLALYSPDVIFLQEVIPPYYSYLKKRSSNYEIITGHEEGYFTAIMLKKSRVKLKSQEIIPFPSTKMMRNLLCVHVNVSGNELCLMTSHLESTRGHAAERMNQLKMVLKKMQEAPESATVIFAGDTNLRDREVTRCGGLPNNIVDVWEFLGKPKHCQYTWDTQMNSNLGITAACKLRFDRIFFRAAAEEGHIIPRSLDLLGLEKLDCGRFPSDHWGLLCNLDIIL
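Read-out basis: percent inhibition. System: recombinant human TDP2. Buffer or medium: Mg2+-containing Tris-HCl buffer, pH 7.5. Repeats: single replicate. Timing: reaction 2 h, 37 °C. Benchmarks: high control without enzyme, low control DMSO plus TDP2. Probe or stimulus: 5 mM T5PNP. Doses: 12.8 µM only. Measured by: epi absorbance of p-nitrophenol freed from T5PNP by hydrolysis.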
HTRA1 inhibitor: HTRA1 serine protease inhibitors, primary screen, biochemical, fluorescence polarization, HTS. inhibition, % at 5.96 µM. actives 0.5% (n = 340,000). recombinant HTRA1, FP-rhodamine activity-based probe. AID 504803, 2011. Q92743; in the data active = inhibition above about 36%;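 note: 0% = enzyme with DMSO and 100% = wells lacking enzyme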
TCR CD3 inh: inhibitors of human TCR-CD3 interaction, primary screen, biochemical, fluorescence, TAMRA-labeled TCR probe | T-cell receptor (TCR) | actives 0.37% (n = 360,000) | inhibition, % at 9.4 µM; in the data active = inhibition above about 19%;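 note: recombinant mutant TCR 2C K166C tagged with TAMRA read by polarization; 0% = receptor in buffer alone and 100% = receptor with positive control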
UHRF1 binding: UHRF1 methylated DNA binding inhibitors, primary screen, counter-screen for MBD2 inhibitor project, biochemical, TR-FRET, human UHRF1, single concentration; E3 ubiquitin-protein ligase UHRF1 (Homo sapiens), Q96T88; UHRF1 binding to methylated oligo; inhibition, % at 4.4 µM; actives 0.75% (n = 370,000); in the data active = inhibition above about 21%;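 note: UHRF1 SRA domain binding a hemimethylated CpG hairpin DNA probe; 0% = median of test compound wells and 100% = reference inhibitor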
PG9 binder: binders of HIV-1 gp120 antibody PG9, primary screen, biochemical, TR-FRET | HIV-1 gp120 / PG9 antibody interaction | TR-FRET gp120-PG9 antibody binding | inhibition, % at 6.7 µM | actives 0.43% (n = 360,000); in the data active = inhibition above about 8.5%
DDE Tn7 FP inh: inhibitors of Tn7 peptide binding to fibrin DD(E), primary screen, biochemical, fluorescence polarization, human fibrin, Tn7 probe. FP displacement of FITC-Tn7 peptide from fibrin DD(E); 0% = median of compound wells per plate. actives 0.13% (n = 370,000). AID 720508, 2013. inhibition, % at 8.3 µM. Fibrinogen beta chain (Homo sapiens), P02675;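 active = inhibition above the mean of compounds falling within the control limits plus 3 SD of them, cut at about 14% in these data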;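 note: 0% = plate median of compound wells and 100% = 10 µM Aha-Tn7 peptide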
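Assay system: Fibrin-DD(E) protein isolated from polymerized human fibrin clots; read-out basis: percent inhibition; medium: Tris/NaCl/CaCl2 buffer, pH 7.8; signal: FP measurement; incubation: 10 min plus 3 h, room temperature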
SIAE inh: human SIAE inhibitors, primary screen, biochemical, fluorescence polarization, FP-Rh probe, 1536-well HTS | inhibition, % at 9.66 µM | actives 0.69% (n = 370,000) | AID 1053197, 2014 | SIAE FP-Rh probe binding | Sialate O-acetylesterase (Homo sapiens), Q9HAT2;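 active = inhibition above a cutoff: mean of compounds within the control limits plus 3 SD of those, cut at about 17% in these data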;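 note: 0% = plate median of compound wells and 100% = probe without SIAE protein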
LEDGF integ inh: blockers of LEDGF/p75-dependent integrase strand transfer – biochemical, TR-FRET, high throughput, primary screen; HIV-1 integrase (with human LEDGF/p75); TR-FRET IN-LEDGF/p75 DNA integration, Eu/Cy5; inhibition, % at 3.7 µM; actives 0.64% (n = 370,000);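 active = inhibition above the screen-wide mean plus 3 SD, cut at about 13% in these data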;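 note: signal is the Cy5 over europium emission ratio at 671 and 618 nm; 0% = plate median of compound wells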
mABHD4 FP: ABHD4 inhibitors, primary screen, biochemical, fluorescence polarization, mouse | (Lyso)-N-acylphosphatidylethanolamine lipase (Mus musculus), Q8VD66 | inhibition, % at 8.92 µM | actives 0.54% (n = 370,000) | purified mABHD4, FP-Rh probe fluorescence polarization;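 active = inhibition exceeding the mean over every tested compound plus 3 SD, cut at about 30% in these data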;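 note: 0% = plate median of compound wells and 100% = S159A mutant with DMSO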
Target sequence (Q8VD66 whole entry, looked up): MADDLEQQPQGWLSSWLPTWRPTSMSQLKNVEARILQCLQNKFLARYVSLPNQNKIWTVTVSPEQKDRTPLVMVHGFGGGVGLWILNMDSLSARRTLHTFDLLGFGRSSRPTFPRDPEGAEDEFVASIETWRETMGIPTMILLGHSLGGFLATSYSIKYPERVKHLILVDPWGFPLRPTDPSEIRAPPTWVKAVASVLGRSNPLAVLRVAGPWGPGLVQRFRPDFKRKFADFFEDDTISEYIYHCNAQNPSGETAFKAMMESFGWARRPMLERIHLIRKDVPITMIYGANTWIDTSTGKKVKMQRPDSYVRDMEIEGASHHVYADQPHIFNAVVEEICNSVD
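assay system = mABHD4 protein | compound dosing = single nominal dose of 8.92 µM, 0.89% DMSO final | read-out basis = percent inhibition of probe binding, normalized to plate controls | schedule = Enzyme–compound pre-incubation 45 min, then probe 60 min, both 25 °C | detection = fluorescence polarization, excitation 525 nm, emission 598 nm, BODIPY TMR filters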
* hit, by the source's call; nt = not tested or not shown.

SMILES | PRMT1 FP inh | TDP2 absorb | HTRA1 inhibitor | TCR CD3 inh | UHRF1 binding | PG9 binder | DDE Tn7 FP inh | SIAE inh | LEDGF integ inh | mABHD4 FP
CCOCCCNC(=O)CCn1nc(-c2ccc(Cl)cc2)ccc1=O | -2.9 | 11.2 | 4.8 | -1.1 | -3.8 | -0.8 | -4.5 | 13.8 | -1.3 | 5.3
CN(C)S(=O)(=O)c1ccc(C(=O)NCC(=O)N/N=C/c2cccs2)cc1 | -3.0 | 5.8 | 3.7 | 6.5 | -3.2 | -0.4 | 14.7* | 0.4 | 0.7 | -2.0
O=C(CSc1n[nH]c(-c2ccncc2)n1)Nc1ccc(Br)cc1 | -2.6 | 10.1 | 3.1 | 4.0 | -0.8 | -2.1 | 7.1 | -2.8 | -2.8 | -5.0
O=C(Nc1nc(-c2cc3ccccc3oc2=O)cs1)c1ccc(Br)o1 | 0.2 | -3.5 | -45.1 | -3.2 | 2.8 | -0.1 | -9.1 | -25.9 | 1.2 | -9.8
COCC(=O)/C=C1\Sc2ccccc2N1C | 15.0 | 10.4 | -1.0 | -4.6 | 0.1 | 0.1 | 0.8 | -0.1 | -3.5 | 5.5
Cc1c(C(=O)Nc2cc(F)ccc2F)sc2nc3n(c(=O)c12)CCCCC3 | 0.5 | -10.5 | 2.8 | -1.1 | -0.8 | 1.2 | -8.8 | 0.7 | 2.2 | 1.9
CCC(=O)Nc1ccc(NC(=O)c2ccco2)c(OC)c1 | -1.4 | 5.0 | -2.1 | -6.0 | -2.8 | 2.1 | -2.5 | 3.2 | -1.8 | 11.7
CC(C)c1ccc(NC(=O)C(=O)c2cn(CC(=O)N3CCCCC3)c3ccccc23)cc1 | 0.3 | 0.5 | -41.8 | -3.7 | 3.3 | 1.5 | 1.4 | -27.0 | -1.6 | -4.3
CCNC(=O)N(C)c1nncnc1C(=O)NC | 3.0 | 6.0 | -0.3 | -0.1 | -0.3 | -0.1 | -5.0 | -3.0 | -1.3 | -2.3
COc1ccc(C(=O)N2CCCC(Nc3ccc(F)c(F)c3)C2)c(OC)n1 (centres undefined) | -0.4 | -2.9 | -1.7 | 12.0 | 18.5 | -0.8 | -0.2 | 2.5 | -2.1 | 3.5
CN(C(=O)C1CCOC1)c1nnc(-c2cnccn2)s1 (centres undefined) | 2.6 | -5.1 | -0.7 | -0.3 | 2.9 | 1.0 | -1.1 | 5.2 | 5.2 | -6.7
CC(C)[C@H](NC(=O)N1CCn2c1nc1ccccc12)C(=O)NCC1CCCO1 (some centres undefined) | 2.1 | 1.4 | 2.8 | 5.4 | 1.8 | -2.2 | -3.5 | -3.2 | 0.3 | -1.1
CCOc1ccccc1NC(=O)CCNS(=O)(=O)c1cccc2nsnc12 | 0.4 | 4.8 | 5.8 | -3.2 | -1.9 | -3.0 | 2.9 | -8.2 | -1.3 | 5.3
COc1ccc(CCn2c(N)c(C(=O)NCc3ccco3)c3nc4ccccc4nc32)cc1 | 3.6 | 9.3 | -35.1 | -1.1 | -8.6 | -1.1 | -2.7 | -6.7 | 4.3 | -11.3
O=C(NN1C(=O)C2C(c3ccccc3)C=CC(c3ccccc3)C2C1=O)c1ccncc1 (centres undefined) | -4.4 | 3.2 | 3.1 | 3.0 | -0.8 | 0.8 | -0.4 | -2.4 | 1.8 | -1.2
Cc1nc(CSc2ccc(Cl)cc2)cc(N2CC(C)OC(C)C2)n1 (centres undefined) | -0.2 | -10.3 | -6.2 | 0.5 | 0.3 | 1.2 | -5.2 | 1.4 | 8.0 | -1.2
CCN(CC)c1ccc(-c2n[nH]c(=S)n2-c2ccccc2C)cc1 | -0.8 | -16.4 | 7.6 | 2.0 | -1.0 | -0.6 | -5.6 | -0.2 | 5.5 | 8.3
O=C(/C=C/c1c(F)cccc1Cl)NCCCN1CCOCC1 | -2.6 | -15.8 | -2.9 | -3.8 | -2.4 | -1.7 | -3.3 | 0.0 | 2.2 | -4.3
CC1CC(C)CN(C(=O)CN2C(=O)NC3(CCCCCC3)C2=O)C1 (centres undefined) | -0.9 | 2.5 | 3.5 | 1.0 | 2.9 | 1.6 | -7.8 | -3.1 | 3.3 | -0.3
Cc1ccc2sc(NC(=O)CN3C(=O)CCC3=O)nc2c1C | -1.0 | -4.8 | -3.8 | -3.0 | 0.3 | -1.3 | -1.6 | -1.7 | 2.2 | -5.0
O=C1CC(c2ccc3c(c2)OCO3)N=C2N(Cc3ccc4c(c3)OCO4)C/C(=C/c3ccccc3)N12 (centres undefined) | -2.5 | -0.8 | nt | nt | 0.7 | nt | 5.5 | -3.6 | -1.0 | -14.0
Cc1ccc(-c2csc(NC(=O)c3cccs3)n2)cc1 | -0.7 | -7.2 | -34.2 | 4.2 | -2.2 | -2.8 | -3.6 | 4.3 | -0.1 | -9.2
CCC[C@H]1[C@@H](NC(=O)C2CCCCC2)CC[C@@]23CCCN2C(=O)CCC[C@@H]13 | 2.2 | 2.8 | nt | nt | 2.5 | nt | 2.6 | -22.3 | 7.4 | 5.2
O=c1cc(-c2ccc(O)cc2)oc2cc(O)cc(O)c12 | 4.3 | 0.0 | -8.6 | 1.8 | -2.5 | -0.9 | -1.5 | -6.6 | -3.9 | -24.9
Cc1nc2ccccc2c2oc(C(=O)N3CCc4ccccc4C3)cc12 | -2.9 | 5.2 | -13.4 | 4.1 | -3.9 | 0.2 | 7.2 | -6.0 | -4.7 | -1.6
SMILES | PRMT1 FP inh | TDP2 absorb | HTRA1 inhibitor | TCR CD3 inh | UHRF1 binding | PG9 binder | DDE Tn7 FP inh | SIAE inh | LEDGF integ inh | mABHD4 FP
O=C(NCC1CCCO1)C(=O)N/N=C/c1cccc(Cl)c1 (centres undefined) | -2.1 | -2.8 | 7.0 | 3.6 | 0.9 | -1.0 | 1.9 | 3.9 | -0.7 | -0.2
c1cc(-n2nnc3cnccc32)ccn1 | -2.1 | 19.4 | 0.3 | 2.3 | -2.8 | -1.5 | 3.0 | 7.7 | -0.6 | 1.2
CCc1ccc(/C=C2/C(=O)N(C)C(=S)N2CC(=O)OC)s1 | -2.6 | -10.4 | -6.8 | -3.9 | -0.2 | -2.9 | 3.0 | 1.3 | 2.5 | -1.4
COc1cc(/C=C(\C#N)c2nc3ccccc3[nH]2)ccc1OC(=O)c1ccco1 | 0.6 | -16.5 | -5.3 | 11.5 | 1.1 | -1.6 | -1.2 | -27.4 | 6.7 | -17.2
CCCN1C2CCCC1CC(NC(=O)c1ccc(C(C)(C)C)cc1)C2 (centres undefined) | -1.9 | -6.8 | 3.8 | 6.7 | -1.4 | -1.5 | -4.7 | -5.1 | 7.9 | -5.0
Cc1cc2ncc(-c3ccccc3)nc2cc1C | -2.3 | 1.0 | -2.2 | -7.1 | 0.9 | 0.7 | 6.2 | -1.3 | -4.9 | 1.1
COC(=O)CCN(C(=O)c1cc([N+](=O)[O-])cc([N+](=O)[O-])c1)c1ccccn1 | -1.9 | 6.8 | 3.7 | -1.9 | -0.9 | -0.5 | 3.6 | -3.3 | -1.1 | 2.1
COc1ccc(C(C)=O)cc1CSCCC#N | -2.7 | -10.3 | 2.6 | 1.8 | -1.0 | -2.8 | -4.8 | 0.4 | 0.2 | 1.3
CNC(=O)c1ccsc1NC(=O)CCS(=O)(=O)c1ccc(C)cc1 | -0.6 | -6.7 | -6.6 | -0.2 | -0.7 | 0.8 | 4.3 | 2.5 | -1.7 | 2.7
c1c2c(cc3sc(N4CCOCC4)nc13)OCCO2 | -0.9 | 13.5 | 2.0 | 1.5 | 2.5 | -2.3 | -1.0 | 10.3 | -1.9 | 0.3
O=C(CN1CCN(c2ccc(F)cc2)CC1)N1CCC(Cc2ccccc2)CC1 | 0.3 | 13.5 | -1.7 | 12.2 | -2.0 | -0.5 | -1.5 | 2.8 | 1.0 | 13.6
O=C(NCc1ccco1)/C(=C/c1ccc([N+](=O)[O-])cc1)NC(=O)c1ccco1 | -0.3 | 4.5 | 7.8 | 7.9 | -3.6 | -0.5 | -3.2 | -11.5 | -2.4 | 5.4
COc1cc(OC)cc(-c2nnc(NC(=O)Cc3ccc(F)cc3)o2)c1 | -0.9 | 16.8 | -2.1 | 10.8 | -2.2 | -0.3 | 0.9 | -0.2 | 2.8 | 7.2
CN(Cc1ccccc1)S(=O)(=O)c1ccc(Cl)c(C(=O)NCc2cccnc2)c1 | -2.6 | 8.3 | 0.8 | -3.9 | 0.9 | 0.7 | 2.0 | 6.4 | -4.5 | 1.7
O=C(NC(=S)Nn1cnnc1)c1ccccc1Cl | 2.9 | 6.2 | -5.6 | 2.5 | -0.8 | 0.2 | -1.1 | -5.0 | 1.1 | 1.6
CC(=O)OCc1nc2sc3c(c2c(=O)[nH]1)CCCC3 | -2.9 | 2.2 | 1.3 | 4.3 | -1.9 | 1.1 | 6.5 | 3.7 | 2.2 | -1.5
COc1ccc(COCCN2CCN(S(=O)(=O)c3ccc(C)cc3)CCC2=O)cc1 | -0.5 | 4.2 | nt | 1.9 | 5.4 | 0.6 | 1.8 | 7.4 | -0.4 | 3.5
COc1ccc(N2CCN(C3CCCN(Cc4cccc(OC)c4)C3)CC2)cc1 (centres undefined) | -4.3 | -6.6 | 4.5 | -2.0 | 2.7 | -3.0 | -10.4 | 5.9 | 2.7 | -5.3
COC(C(=O)Nc1cccc([N+](=O)[O-])c1)c1ccccc1 (centres undefined) | 4.7 | -2.6 | -5.2 | 2.8 | 2.7 | -0.2 | 4.8 | -5.6 | -0.7 | 6.9

Some entries already given, reduced to LEDGF integ inh and HTRA1 inhibitor.
Compound | LEDGF integ inh | HTRA1 inhibitor
CCCN1C2CCCC1CC(NC(=O)c1ccc(C(C)(C)C)cc1)C2 (centres undefined) | 7.9 | 3.8
Cc1cc2ncc(-c3ccccc3)nc2cc1C | -4.9 | -2.2
